# Screens: PubChem, Southern Research Specialized Biocontainment Screening Center
# influenza NS1A – NS1A inhibition, H1N1 influenza, cell based functional assay (AID 504329); NS1A functional cell-based assay, percent inhibition; higher % means a stronger effect; inhibition, % at 12.5 µM; hits with a dose series show IC50 in µM; hit rate 0.3% among 340,000; in the data active means a potency from the dose series; inconclusive means inhibition above about 27% without an active follow-up result; further: strong numbers were not always called active
# VEEV TC-83 Vero – inhibitors of VEEV TC-83 cytopathic effect, confirmation, Vero cells (AID 588727). Vero cells, VEEV TC-83 cytopathic effect inhibition; higher % means a stronger effect. inhibition, % at 20 µM, or IC50 in µM where a hit was titrated. hit rate 0.13% among 350,000; in the data active means a potency from the dose series; inconclusive means inhibition mostly from about 14% at the one dose, without a potency; inactive means the rest, 99 in 100 with inhibition below about 12%; further: strong numbers were not always called active
# Salmonella PhoP GFP – Inhibition of PhoP regulon, Salmonella typhi GFP reporter cells, confirmation, 4 h (AID 1850); Salmonella Typhi PhoP-promoter GFP reporter, fluorescence, 4 h; higher % means a stronger effect; one-dose inhibition, % at 50 µM; IC50 in µM for titrated hits; hit rate 0.33% among 310,000; in the data active means a potency from the dose series; inconclusive means inhibition mostly from about 25% at the one dose, without a potency; inactive means the rest, 99 in 100 with inhibition below about 19%;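 further: 0% = induced wells with vehicle and 100% = uninduced wells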
# tuberculosis growth – growth inhibition of non-replicating M. tuberculosis (AID 488890); inhibition, % at 25 µM, or IC50 in µM where a hit was titrated; hit rate 0.39% among 320,000; Mycobacterium tuberculosis non-replicating, growth inhibition; higher % means a stronger effect; in the data active means a potency from the dose series; inconclusive means inhibition mostly from about 82% at the one dose, without a potency; inactive means the rest, 99 in 100 with inhibition below about 76%;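 further: plate controls were DMSO cells for no effect and high antibiotic wells for full effect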
# H37Rv inhibition – M. tuberculosis growth inhibition, HTS (AID 449762); M. tuberculosis H37Rv growth inhibition, 7H9 media; higher % means a stronger effect; inhibition, % at 25 µM; hits with a dose series show IC50 in µM; hit rate 0.59% among 330,000; in the data active means a potency from the dose series; inconclusive means inhibition above about 70% without an active follow-up result;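 further: bacterial growth assessed after seven days of incubation; strong numbers were not always called active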
# VEEV TC-83 Vero 10K pilot screen – also measured in VEEV TC-83 Vero; calls as there; inhibition, %; measured here: 10K pilot screen inhibition
# Numbers without * were called inactive; i = inactive; ? = inconclusive; nt = no result given. The order is random; any-hit rate near 1.4%.
SMILES,influenza NS1A,VEEV TC-83 Vero,Salmonella PhoP GFP,tuberculosis growth,H37Rv inhibition,others
N#CCSc1ccccc1NC(=O)COC(=O)Cc1c[nH]c2ccccc12,-3%,0.2%,nt,2%,-8%,
O=c1c2cc3c(cc2[nH]c(=S)n1CCN1CCOCC1)OCO3,-3%,2.1%,-14%,11%,-2%,
O=C(Nc1ccc(Oc2c(F)c(F)c(F)c(F)c2F)cc1)OC1CCN2Cc3ccccc3N=C12 (configuration not stated),9%,5.7%,1%,24%,25%,
COc1cccc2sc(Nc3nnc(-c4ccc(F)cc4)o3)nc12,-1%,0.5%,-2%,2.7µM*,?,
Cc1ccc(OCC(=O)N/N=C\c2cn(C)c3ccccc23)c([N+](=O)[O-])c1,0%,11%,-6%,-1%,-4%,
COc1ccccc1NC(=O)CN1CCOCC1,-2%,0.3%,-4%,1%,-4%,
CCn1c(=O)n(Cc2ccco2)c(=N)c2c3c(sc21)COC(C)(C)C3,-2%,1.4%,4%,9%,5%,
CCOCCOCN(C#N)c1nc(OC)nc(N(C)C)n1,-8%,1.2%,-11%,-21%,nt,
CCOC(=O)c1c(S(=O)(=O)N2CCCCC2C)c(C)n(C)c1C (configuration not stated),-12%,0.6%,2%,7%,2%,
COc1ccc(-c2coc3c(CN4CCCCC4C)c(O)ccc3c2=O)cc1 (configuration not stated),-26%,0.7%,-7%,0%,-1%,
Cc1ccc2nc(SCC(=O)NCc3ccccc3Cl)nc(=O)n2c1,-5%,3.5%,0%,-22%,0%,
Cc1occc1C(=O)N1CCN(c2ccccc2)CC1,4%,0.7%,-7%,5%,11%,
COc1ccc(CCNS(=O)(=O)c2cccc([N+](=O)[O-])c2)cc1,-5%,i,-6%,23%,5%,
Cc1ccccc1NC(=O)NCCCN1CCN(C)CC1,-9%,0.5%,1%,-4%,7%,
Cc1onc(-c2ccccc2Cl)c1C(=O)N1CCCC1,3%,0.5%,-15%,21%,27%,
CCCCOc1ccc(S(=O)(=O)NCc2csc(C)n2)cc1,-32%,i,2%,9%,10%,
O=C(Nc1ccc(N2CCOCC2)cc1)C1CC(=O)N(c2ccc(F)cc2)C1 (configuration not stated),-1%,1.2%,-15%,23%,-1%,
O=C(c1ccc(S(=O)(=O)N2CCCC2)cc1)N1CCN(c2ccccc2F)CC1,0%,1.3%,10%,1%,-2%,
O=C(Nc1ccc(F)cc1)c1cccc2c1C(=O)N(CC1CCCO1)C2 (configuration not stated),-2%,0.5%,-1%,30%,-7%,
COc1ccc(CNC(=O)CN(C(=O)CCC(=O)Nc2ccccn2)c2ccc3c(c2)OCO3)cc1,0%,0.6%,4%,-8%,-2%,

# A portion from further up, for reference:
SMILES,influenza NS1A,VEEV TC-83 Vero,Salmonella PhoP GFP,tuberculosis growth,H37Rv inhibition,others
O=C(Nc1ccc(N2CCOCC2)cc1)C1CC(=O)N(c2ccc(F)cc2)C1 (configuration not stated),-1%,1.2%,-15%,23%,-1%,
O=C(c1ccc(S(=O)(=O)N2CCCC2)cc1)N1CCN(c2ccccc2F)CC1,0%,1.3%,10%,1%,-2%,
O=C(Nc1ccc(F)cc1)c1cccc2c1C(=O)N(CC1CCCO1)C2 (configuration not stated),-2%,0.5%,-1%,30%,-7%,
COc1ccc(CNC(=O)CN(C(=O)CCC(=O)Nc2ccccn2)c2ccc3c(c2)OCO3)cc1,0%,0.6%,4%,-8%,-2%,

# 6 entries picked at random from those above, as already listed:
SMILES,influenza NS1A,VEEV TC-83 Vero,Salmonella PhoP GFP,tuberculosis growth,H37Rv inhibition,others
CCCCOc1ccc(S(=O)(=O)NCc2csc(C)n2)cc1,-32%,i,2%,9%,10%,
COc1ccc(CCNS(=O)(=O)c2cccc([N+](=O)[O-])c2)cc1,-5%,i,-6%,23%,5%,
COc1ccccc1NC(=O)CN1CCOCC1,-2%,0.3%,-4%,1%,-4%,
Cc1ccc(OCC(=O)N/N=C\c2cn(C)c3ccccc23)c([N+](=O)[O-])c1,0%,11%,-6%,-1%,-4%,
Cc1ccccc1NC(=O)NCCCN1CCN(C)CC1,-9%,0.5%,1%,-4%,7%,
Cc1ccc2nc(SCC(=O)NCc3ccccc3Cl)nc(=O)n2c1,-5%,3.5%,0%,-22%,0%,

# Next part:
SMILES,influenza NS1A,VEEV TC-83 Vero,Salmonella PhoP GFP,tuberculosis growth,H37Rv inhibition,others
CCOC(=O)N1CCc2c(sc3nc4n(c(=O)c23)N=C(C)CS4)C1,4%,1.5%,-6%,3%,-8%,
Cc1ccc(NS(=O)(=O)c2cc(-c3cc(C)no3)ccc2C(C)C)nc1,-2%,3.9%,13%,24%,13%,
O=C(COc1ccccc1)NS(=O)(=O)c1ccccc1,9%,1.9%,5%,2%,1%,
COC(=O)[C@@H](Cc1c[nH]c2ccccc12)NCc1cccc(B(O)O)c1,-11%,0.8%,nt,nt,nt,
O=C(Nc1ccccc1)c1cc2ccc3ccccc3c2s1,-14%,5.5%,14%,21%,-8%,
O=S(=O)(Nc1ccc(S(=O)(=O)N2CCOCC2)cc1)c1ccccc1,-2%,2.8%,-4%,-12%,-2%,
Cc1ccc([N+](=O)[O-])c2c1C(N1CCCCC1)C(C)(C)O2 (configuration not stated),11%,i,-6%,20%,2%,
COc1ccc(OCC(=O)NC(=S)Nc2ccc(S(=O)(=O)Nc3cc(C)on3)cc2)cc1,13%,0.2%,-11%,8%,1%,
CC(C)CNc1ncnc2c1sc1nc(N3CCOCC3)c3c(c12)CC(C)(C)OC3,12%,10%,-27%,16%,1%,
CCOC(=O)c1sc(-c2ccccc2)cc1NC(=O)Nc1ccccc1,-1%,5.5%,1%,28%,12%,
CCOC(=O)C(C(=O)OCC)N(C#N)c1nc(N(C)C)nc(N(C)C)n1,-4%,1.1%,-2%,11%,1%,
Oc1ccc(Br)cc1C=Nc1ccc2c3c(cccc13)CC2,6%,0.3%,-5%,14%,-1%,
COCC1CCN(C(=O)C2CCC(=O)N(Cc3cccc(F)c3)C2)CC1 (configuration not stated),-13%,0.7%,-8%,-9%,-15%,
Cc1ccc(-c2nc3ccccc3c(=O)n2-c2c(C)n(C)n(-c3ccccc3)c2=O)cc1,6%,0.6%,9%,2%,-3%,
COc1ccccc1OCCC(=O)Nc1cccc(S(=O)(=O)N2CCCCC2)c1,3%,1.7%,-4%,19%,-7%,
CCC(=O)Nc1nnc(SCC(=O)NCCc2ccc(OC)c(OC)c2)s1,-8%,i,-5%,7%,-3%,
CN1C(C(=O)NCc2ccccc2)CC2Cn3c(nc4cc5ccccc5cc43)C21 (configuration not stated),7%,2.5%,-1%,23%,-3%,
CNC(=S)NNC(=O)c1sccc1C,-2%,0.9%,8%,-21%,-2%,
COc1ccccc1NS(=O)(=O)c1ccc(Cl)c(NC(=O)CN2C(=O)c3ccccc3C2=O)c1,4%,i,-11%,-16%,0%,
COC(=O)c1ccncc1C(=O)Nc1ccc(OC)cc1,6%,0.6%,-1%,1%,1%,VEEV TC-83 Vero 10K pilot screen=0.0
Cc1cc(N2CCN(C)CC2)nc2ccc(NC(=O)CCC3CCCC3)cc12,-16%,0.3%,-3%,?,3%,
Cc1ccc(NC(=O)n2ncc3c(C)cccc32)cc1F,-4%,i,9%,14%,12%,
COc1ccc(C2C(C(=O)OCC(=O)N3CCCCC3)CCC(=O)N2c2ccc(OC)cc2)cc1 (configuration not stated),3%,2.5%,-1%,19%,-4%,
CCOc1ccc(NC(=O)CSc2nnc(Cc3csc(C)n3)o2)cc1,-6%,1.1%,-1%,64%,?,
Cc1cccc(C(=O)OCC(=O)NNC(=O)c2cccs2)c1O,-13%,1.8%,-2%,71%,48%,
O=C(O)C1Cc2ccccc2CN1S(=O)(=O)c1ccc2ccccc2c1 (configuration not stated),8%,1.4%,24%,17%,-6%,VEEV TC-83 Vero 10K pilot screen=1.1
CCCn1c(=O)c2ccccc2n2c(SC(C)C(N)=O)nnc12 (configuration not stated),-8%,0.2%,-7%,-12%,-8%,
Clc1ccc(SCc2cn3cccnc3n2)cc1,-7%,0.0%,5%,-14%,3%,
COc1ccc(-c2[nH]ncc2CNC(C)Cc2ccsc2)c(F)c1 (configuration not stated),2%,0.8%,-7%,-15%,9%,
O=S(=O)(NCC1CCCO1)c1ccc(S(=O)(=O)N2CCc3ccccc3C2)cc1 (configuration not stated),-7%,i,5%,-4%,1%,
Clc1ccccc1-c1nnn(Cc2ccc(-c3nn[nH]n3)cc2)n1,0%,3.1%,5%,13%,3%,
COc1cccc2c1C(=O)c1ccc3ccccc3c1C2=O,0%,5.9%,0%,-7%,-1%,
CC(C)=CCc1c2c(c(O)c3c(=O)c4c(oc13)-c1cc(O)c(O)cc1OC4C=C(C)C)C=CC(C)(C)O2 (configuration not stated),nt,nt,7%,-14%,6%,
COc1ccc(N/N=C(C)/C(=N/O)C(=O)Nc2ccccc2)cc1,0%,8.1%,-9%,24%,8%,
Clc1ccccc1OCCN1CCC(Cc2ccccc2)CC1,-2%,i,20%,?,8%,
COCCSc1ccccc1C(=O)Nc1ccccc1C#N,-10%,0.5%,5%,-8%,-1%,
Cc1cc(C)n2c(SCc3cccs3)nnc2n1,-11%,2.5%,1%,-8%,-7%,
COC(=O)c1[nH]c2cc(C)ccc2c1NC(=O)CN1CCOCC1,-23%,5.7%,-3%,-20%,-11%,
CN(CCc1cn[nH]c1)C(=O)CC1C(=O)NCCN1Cc1ccccc1C(F)(F)F (configuration not stated),-14%,i,7%,3%,6%,
COc1ccc(CN2CC(=O)N(c3cccc(Cl)c3)C2=S)cc1OC,-4%,0.4%,0%,13%,0%,
Cc1ccc(Cn2c(C(CO)Nc3nc(-c4ccc(Cl)c([N+](=O)[O-])c4)cs3)nc3ccccc32)cc1 (configuration not stated),2%,1.3%,-1%,32%,12%,
CC(=O)Nc1cc(C(=O)NCc2ccco2)ccc1Sc1ccc(Cl)cc1,3%,3.9%,8%,18%,-3%,
CC1(C)CC(=O)C(CC(=O)Nc2ccc(S(N)(=O)=O)cc2)=C(O)C1,-2%,0.2%,4%,7%,-24%,
COc1ccc(NC(=O)c2cccc(S(=O)(=O)N3CCN(c4ccccc4)CC3)c2)c(OC)c1,-4%,6.4%,nt,33%,0%,
CCn1cnc2c(cnn2-c2ccccc2)c1=O,-2%,1.0%,5%,2%,5%,
COc1ccc(CNC(=O)C/C(C)=N/NC(=O)c2ccccc2OC)cc1,3%,0.3%,7%,-6%,-4%,
COc1cccc(-n2cnc(=O)c3cccnc32)c1,4%,i,1%,-34%,5%,VEEV TC-83 Vero 10K pilot screen=1.0
CCOC(=O)N1CCN(c2ccc(C(C)=O)cc2F)CC1C (configuration not stated),-2%,0.1%,-7%,69%,14%,VEEV TC-83 Vero 10K pilot screen=1.9
CC(=O)c1cccc(NC(=O)Cn2cnc(S(=O)(=O)N3CCc4ccccc43)c2)c1,-16%,i,-2%,-13%,5%,
FC(F)(F)c1nnc(-c2ccccc2)nc1Sc1ccc(Cl)cc1,5%,i,6%,?,?,
O=C(CSCC(=O)NCc1ccco1)NCc1ccco1,5%,i,-9%,66%,1%,
O=C(NCCN1C(=O)S/C(=C\c2cccnc2)C1=O)C1CC(=O)N(Cc2ccco2)C1 (configuration not stated),-1%,0.3%,-11%,3%,-1%,
O=C(COC(=O)c1ccc(F)cc1)NCC1CCCCC1,-2%,0.8%,nt,72%,0%,
COCCN(C(=O)CNC(=O)c1cccs1)C(C(=O)NC1CCCC1)c1cccs1 (configuration not stated),1%,0.7%,-10%,25%,-5%,
Cc1ccc(OCc2cc(C(=O)NC(C)Cc3cccc(C)n3)no2)cn1 (configuration not stated),2%,1.2%,5%,5%,8%,
Cc1noc(C)c1COC(=O)c1ccccc1NC(=O)Cc1ccccc1,-2%,4.0%,2%,11%,11%,
